# Ecoli viability = bacterial growth inhibition, counter-screen for AddAB inhibitors. inhibition, % at 11.9 µM. AID 449728. E. coli V3065 growth, OD600 absorbance, 18 h. actives 0.27% (n = 330,000);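 active = inhibition above the campaign's mean inhibition across all tested compounds plus 3 SD, cut at about 9.9% in these data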;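 also: uninfected addAB+ strain grown without phage in ampicillin broth; 0% = DMSO wells and 100% = ciprofloxacin 0.95 µg/ml wells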
# AddAB inh = less growth of phage-infected E. coli with AddAB | inhibition, % at 11.9 µM | E. coli expressing H. pylori AddAB, absorbance growth | actives 0.29% (n = 330,000); in the data active = inhibition above about 12%;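 also: 0% = vehicle wells of infected cells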
# CAL PDZ FP-1 = CAL PDZ (human) peptide binding inhibition. Q9HD26. purified CAL PDZ, TMR-peptide fluorescence polarization, 1 h. inhibition, % at 24.9 µM. actives 0.92% (n = 300,000). AID 602252;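 active = mean inhibition of at least 30% with at least half of replicates also reaching 30%; inconclusive = no clear call, values can overlap the other calls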;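 also: 0% = DMSO neutral control and 100% = excess unlabeled competitor peptide PRC23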
# phage Ecoli inh = E. coli growth loss with phage present; growth absorbance; inhibition, % at 11.9 µM; actives 0.26% (n = 360,000); AID 651602; in the data active = inhibition above about 11%
# Tat export inh = blocks Tat-dependent protein export in E. coli; E. coli MC4100 TorA-mCherry Tat export, fluorescence; AID 488895; actives 0.036% (n = 340,000); inhibition, % at 10 µM;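 active = mean replicate inhibition at least 50% and at least half of replicates individually reaching 50%; inconclusive = only one of the two criteria met; inactive = neither criterion met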;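 also: exported cargo escapes ClpAP degradation while cytoplasmic cargo is degraded and loses fluorescence; 0% = median of neutral control wells and 100% = median of NaSCN control wells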
# CAL PDZ FP-2 = human CAL PDZ-peptide interaction inhibition; Q9HD26; purified CAL PDZ, TMR-peptide fluorescence polarization, 1 h; inhibition, % at 20 µM; actives 0.02% (n = 330,000); AID 504414;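 active = highest replicate inhibition of at least 40%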;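 also: plate controls were DMSO neutral control wells for no effect and unlabeled competitor peptide control wells for full effect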
#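 Control set: unlabelled peptide and DMSO controls / Material: purified CerCALP PDZ construct / Timing: 1 h incubation at room temperature before polarization reading / Doses: 20 µM, one dose / Detection: fluorescence polarization (mP)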
# SR-BI DiI-HDL act = SR-BI HDL lipid transfer activation. actives 0.096% (n = 320,000). CHO ldlA[mSR-BI] cells, DiI-HDL uptake fluorescence, 3 h; 100 = double the neutral-control signal. activation, % at 12.5 µM;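 active = mean replicate activation of at least 60% and every replicate at or above 60%; inconclusive = mean or all-replicate condition met, but not both; inactive = mean below 60% and not all replicates reaching 60%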;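 also: 0% = median plate neutral-control signal and 100% = twice that signal; values of inactives mirror those of a sister screen read the other way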
#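 Test system: SR-BI-overexpressing, LDLR-lacking CHO cells; Also added: labelled HDL, 10 µg/mL; Measured by: bottom-read cell fluorescence after medium removal, ex 550/em 595 nm; Timing: 3 h uptake period with compound, 37 °C; Buffer or medium: F12, 0.5% BSA, 25 mM HEPES; Doses: single compound concentration, delivered by pin transfer.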
# Wnt act = Wnt/beta-catenin pathway activation. AID 743398. actives 1.2% (n = 300,000). Wnt/beta-catenin reporter cell assay, activator, plate reader. activation, % at 9.35 µM; in the data active = activation above about 30%, passing the limit was not always enough; inconclusive = no clear call, values can overlap the other calls;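 also: 0% = neutral control wells and 100% = positive control wells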
# MITF TRPM1 HTS = MITF TRPM1 promoter activation in melanoma cells. SK-MEL-5 TRPM1-promoter luciferase, 24 h; % of positive control, neutral wells = 0. activation, % at 12.5 µM. actives 0.75% (n = 300,000);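 active = mean activation of at least 80% with every replicate also reaching 80%; inconclusive = mean reaches 80% but some replicate falls short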;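 also: 0% = neutral control wells and 100% = parthenolide positive control wells; values of inactives mirror those of a sister screen read the other way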
# SR-BI HDL uptake = blocks mouse SR-BI lipid uptake from DiI-HDL | inhibition, % at 12.5 µM | Q61009 | ldlA[mSR-BI] CHO cells, DiI-HDL uptake fluorescence, 3 h | actives 0.96% (n = 320,000);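 active = mean replicate inhibition of at least 70% and a set share of replicates each scoring 70 or more; inconclusive = meets just one of the two criteria; inactive = fails both criteria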;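 also: 0% = median of neutral control wells and 100% = median of positive control wells; values of inactives mirror those of a sister screen read the other way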
# Target sequence (Q61009 whole entry, looked up): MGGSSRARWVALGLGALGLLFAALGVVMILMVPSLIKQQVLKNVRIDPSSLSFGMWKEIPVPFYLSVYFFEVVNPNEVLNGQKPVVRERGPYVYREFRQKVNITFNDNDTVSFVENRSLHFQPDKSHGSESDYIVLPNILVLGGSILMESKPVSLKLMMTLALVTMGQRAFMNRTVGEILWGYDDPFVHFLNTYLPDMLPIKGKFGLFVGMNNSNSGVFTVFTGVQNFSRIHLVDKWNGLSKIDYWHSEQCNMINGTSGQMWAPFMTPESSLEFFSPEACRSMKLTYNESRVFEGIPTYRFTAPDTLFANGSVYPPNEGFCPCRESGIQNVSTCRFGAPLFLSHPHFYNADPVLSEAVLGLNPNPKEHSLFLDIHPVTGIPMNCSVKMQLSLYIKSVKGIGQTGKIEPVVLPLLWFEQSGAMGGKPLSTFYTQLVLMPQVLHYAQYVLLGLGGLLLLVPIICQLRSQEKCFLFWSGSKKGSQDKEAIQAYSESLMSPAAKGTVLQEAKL
# Starred values were filed as active, the others as inactive; ? = inconclusive; nt = not tested or not shown; & = joins results of further samples. The order is random. About 3.6% of those tested had a hit in this group.
SMILES,Ecoli viability,AddAB inh,CAL PDZ FP-1,phage Ecoli inh,Tat export inh,CAL PDZ FP-2,SR-BI DiI-HDL act,Wnt act,MITF TRPM1 HTS,SR-BI HDL uptake
CCOc1ccc(C(=O)Cn2cnnc2C#N)cc1,-0.3,2.6,-4,2.2,1,-3.7,-5,0,3,5
CCCN(CC(=O)Nc1ccccc1OC)CC(=O)c1c(N)n(Cc2ccccc2)c(=O)n(C)c1=O,nt,nt,nt,0.1,1,-0.6,16,1,-11,-16
COc1ccc(CNC(=O)CCSCc2ccccc2Cl)c(OC)c1,-0.3,1.4,2,2.4,2,-0.4,-29,-2,-6,29
CCOC(=O)CSc1nc2c(cnn2-c2ccc(F)cc2)c(=O)[nH]1,-0.6,-0.8,-5,3.7,-6,-0.8,6,0,17,-6
O=C(O)CCC(=O)c1ccc2c(c1)OCCCO2,1.3,6.5,-3,-0.6,0,-3.2,12,8,nt,-12
COc1ccc(/C=C/C(=O)Nc2ccccc2C(=O)NCC(c2ccc(OC)cc2)N(C)C)cc1 (stereo not drawn),-3.3,1.6,-3,3.1,-2,-5.7,-7,2,21,7
COc1ccc(CNC(=O)C(C)Sc2ccc(S(=O)(=O)N3CCOCC3)cn2)cc1 (stereo not drawn),nt,nt,-2,1.2,-11,-2.1,4,-2,0,-4
CCCn1nc(C(=O)NNC(=O)Cc2ccc(S(=O)(=O)N3CCOCC3)s2)c2ccccc2c1=O,0.2,2.2,-1,0.7,0,-3.5,-16,2,-7,16
Cc1cccc(NC(=S)N(CCN2CCOCC2)Cc2cc3cc4c(cc3[nH]c2=O)OCCO4)c1,0.4,-0.5,-6,2.4,3,-2.1,-1,-4,-1,1
O=[N+]([O-])c1cc2c(cc1/C=N/NS(=O)(=O)c1ccc(Br)cc1)OCO2,-1.6,6.0,3,2.5,-8,0.2,15,2,-10,-15
CCc1ccc(-c2csc(NC(=O)c3cccnc3)n2)cc1,4.1,4.4,0,3.2,6,0.2,-47,3,1,47
Cc1cccc(N(C)S(=O)(=O)c2csc(C(N)=O)c2)c1,-2.5,0.6,-1,0.6,0,-0.5,14,1,-9,-14
Cc1ccc(NC(=O)CSCc2n[nH]c(=O)[nH]2)c(Br)c1,-1.1,1.6,1,3.7,-7,0.1,5,-1,-2,-5
C[n+]1c2n(c3ccccc31)N=C(c1ccccc1)CS2,0.1&0.0,1.1&2.1,-4&-1,2.4&3.4,1&-2,-0.5,1&15,-1&3,-24,-1&-15
COc1cc(O)oc1C=Nc1ccc(C(=O)O)cc1,-0.6,0.2,-3,4.5,3,-0.7,4,?,-8,-4
O=C1CC(c2ccccc2F)C2=C(COC2=O)N1 (stereo not drawn),1.0,1.8,3,4.7,1,-1.0,-5,-1,5,5
CCOc1nc2cnccc2n(CC(=O)Nc2cccc(C)c2)c1=O,-0.5,3.4,-3,0.9,-5,-0.9,3,-1,-1,-3
O=c1cc(CO)oc(C(Nc2ccccn2)c2ccccc2F)c1O (stereo not drawn),0.1,-1.7,nt,1.9,35,0.4,15,-1,0,-15
O=c1oc2cc(O[C@@H]3OC[C@@H](O)[C@H](O)[C@H]3O)ccc2c2ccccc12,-1.9,1.7,-3,-1.5,-9,-2.9,-70,2,-4,?
Cc1nnc(Cl)c2nn(-c3ccccc3)c(C)c12,0.3,3.6,nt,2.0,-1,0.2,25,1,-2,-25
CNC(=O)COC(=O)c1c2c(nc3ccccc13)CCC2,-0.2,0.1,8,1.4,-5,0.8,nt,0,13,nt
Cc1cc(NC(=O)CCN2C(=O)C3C4C=CC(C4)C3C2=O)ccc1Br (stereo not drawn),-0.7,3.7,-3,2.1,-3,-0.5,-27,-2,20,27
Cc1cc(C)n(C(=O)c2ccc([N+](=O)[O-])c(Cl)c2)n1,-0.3,3.0,-2,-0.2,3,-1.0,0,-3,4,0
O=C(COc1ccc(Cl)cc1Cl)NCCCNC(=O)c1cnccn1,1.8,2.5,nt,2.2,8,0.2,nt,0,-5,nt
O=C1C=C(c2ccccc2)CO1,nt,nt,-4,2.4,-1,-0.1,1,-2,3,-1

# Brought forward from above: 7 entries; new compounds follow.
SMILES,Ecoli viability,AddAB inh,CAL PDZ FP-1,phage Ecoli inh,Tat export inh,CAL PDZ FP-2,SR-BI DiI-HDL act,Wnt act,MITF TRPM1 HTS,SR-BI HDL uptake
O=c1oc2cc(O[C@@H]3OC[C@@H](O)[C@H](O)[C@H]3O)ccc2c2ccccc12,-1.9,1.7,-3,-1.5,-9,-2.9,-70,2,-4,?
Cc1nnc(Cl)c2nn(-c3ccccc3)c(C)c12,0.3,3.6,nt,2.0,-1,0.2,25,1,-2,-25
CNC(=O)COC(=O)c1c2c(nc3ccccc13)CCC2,-0.2,0.1,8,1.4,-5,0.8,nt,0,13,nt
Cc1cc(NC(=O)CCN2C(=O)C3C4C=CC(C4)C3C2=O)ccc1Br (stereo not drawn),-0.7,3.7,-3,2.1,-3,-0.5,-27,-2,20,27
Cc1cc(C)n(C(=O)c2ccc([N+](=O)[O-])c(Cl)c2)n1,-0.3,3.0,-2,-0.2,3,-1.0,0,-3,4,0
O=C(COc1ccc(Cl)cc1Cl)NCCCNC(=O)c1cnccn1,1.8,2.5,nt,2.2,8,0.2,nt,0,-5,nt
O=C1C=C(c2ccccc2)CO1,nt,nt,-4,2.4,-1,-0.1,1,-2,3,-1
CCOC(=O)N1CCC(NC(=O)c2cc(COc3c(C)cccc3C)on2)CC1,0.8,0.8,-5,0.1,9,-3.4,-21,2,7,21
COc1cccc(CN(C)C(=O)c2cc(S(=O)(=O)NCc3ccccc3)ccc2C)c1OC,-2.5,-1.4,5,0.5,4,-1.3,-18,-4,-10,18
COc1ccc(CC(=O)Nc2cc(=O)n(C)c(=O)n2C)cc1OC,-0.3,0.7,1,0.0,1,-1.3,-2,-2,-2,2
CCOc1ccc(C2C(C(=O)c3ccco3)=C(O)C(=O)N2Cc2cccnc2)cc1OC (stereo not drawn),0.4,1.1,-4,0.2,3,-0.3,14,nt,-5,-14
CN(CCCNC(=O)Cn1cc2c(n1)CCCC2)C1CCCCC1,-0.7,0.3,-1,1.1,10,0.7,4,0,-4,-4
CCC12CN3CCN(CC(C3)/C1=N\NC(=O)c1ccc(F)cc1)C2,0.4,-0.2,-3,-3.4,3,0.5,15,-1,-7,-15
CC/C(=N/NC(=O)CNc1ccc(Cl)cc1C)c1ccccc1,-0.9,0.4,-3,1.8,-5,-0.6,-15,-3,-17,15
CC1CC(C)CN(CCCn2c(=S)[nH]c3ccccc3c2=O)C1 (stereo not drawn),0.2,4.3,-2,0.8,6,-0.9,15,-5,5,-15
CCCC1S/C(=N/N=C/c2ccc(OC)cc2)N(Cc2ccccc2)C1=O (stereo not drawn),-2.5,-0.1,-1,2.1,-1,-2.7,-37,nt,6,37
OC1C[N+]2(CCCCC2)C1,-0.2,0.3,-2,3.5,-9,-0.3,-15,nt,-5,15
O=C(NC12CC3CC(CC(C3)C1)C2)c1cccnc1,-1.2,0.4,0,2.3,1,nt,18,nt,15,-18
Cc1cc(C)cc(N(CC(=O)NC2CCCC2)C(=O)C2(C)CC(=O)N=C3C=CC=CN32)c1 (stereo not drawn),0.5,3.5,0,4.3,3,-5.9,8,-1,3,-8
NC1=NC(=O)/C(=C/c2cn(CCC(=O)O)nc2-c2ccc(Cl)cc2)S1,-3.1,0.5,-5,2.7,-11,0.0,1,0,10,-1
CCC(=O)c1ccc(OCC(=O)NC2CCCC2)cc1,0.7,2.9,3,-1.6,17,0.6,-5,-1,16,5
Cc1ccccc1OCCn1cc(C(=O)O)c2ccccc21,-3.3,-1.0,4,4.0,1,0.0,12,-7,-4,-12
CCCCS(=O)Cc1ccccc1 (stereo not drawn),1.2,-0.8,1,1.9,-3,-0.3,33,nt,18,-33
CCNC(=S)Nc1cc(Cl)ccc1Oc1ccccc1,0.2,1.9,3,2.1,-2,-2.3,-30,nt,3,30
COc1ccc(-c2cn3cc(C(=O)NN)ccc3n2)cc1,-0.8,-0.2,-5,1.5,9,-3.6,-1,12,40,1
CCN(C(=O)c1cccs1)c1nc(-c2ccc(OC)cc2)cs1,-2.0,0.7,5,3.8,4,-0.6,-35,14,46,35
COc1cc(OC)cc(C(=O)NC(=S)Nc2cc3oc4ccccc4c3cc2OC)c1,0.3,2.3,-3,1.7,-2,-0.9,-81,nt,-4,81*
Cc1ccc(SCC(=O)Nc2cccc(NC(=O)c3ccco3)c2)cc1,2.2,2.5,-4,3.5,-14,-0.6,9,nt,-6,-9
Cc1ccc(NC(=O)c2sccc2-n2cccc2)c(C)c1,1.0,1.8,nt,2.8,0,-4.1,-61,nt,11,61
CC(C)Cc1ccc(C(C)/C=C2/CCC(CN3CCCCC3)C2=O)cc1 (stereo not drawn),nt,nt,-5,2.5,-11,-1.0,-11,-11,-13,11
Nc1nnnn1/N=C/c1ccc(N2CCCCC2)c([N+](=O)[O-])c1,1.4,2.1,-1,-2.7,-10,-2.3,-24,7,12,24
COc1cc(NC(=O)Cn2ncc(Cl)c(Cl)c2=O)c(C)cc1[N+](=O)[O-],nt,nt,-4,0.2,-2,-1.9,5,0,-103,-5
# The listing continues:
SMILES,Ecoli viability,AddAB inh,CAL PDZ FP-1,phage Ecoli inh,Tat export inh,CAL PDZ FP-2,SR-BI DiI-HDL act,Wnt act,MITF TRPM1 HTS,SR-BI HDL uptake
CN1CCN(S(=O)(=O)c2cccc(C(=O)Nc3cc(C(F)(F)F)ccc3N3CCCCC3)c2)CC1,-1.7,0.5,nt,2.0,0,-0.5,-18,-7,2,18
Cc1ccc(Nc2nc3c(c(=O)[nH]2)CCCC3)cc1,0.7,3.1,-3,1.7,0,-1.9,18,nt,37,-18
Cc1cc(N2C(=O)C(O)=C(C(=O)c3ccco3)C2c2cccc(Oc3ccccc3)c2)no1 (stereo not drawn),-0.8,0.3,-5,2.2,-6,-4.5,32,4,-11,-32
NNC(=O)C1CC1c1ccc(Cl)cc1 (stereo not drawn),1.6,2.3,-18,3.0,12,-0.2,8,1,19,-8
CCOC(=O)[C@@H]1[C@H]2COc3ccccc3[C@@H]2N2C(=O)N(c3cccc(C)c3)C(=O)[C@]12C,-4.0,3.9,0,2.1,-6,-0.6,7,1,nt,-7
Cc1cc(C)cc(N2C(=O)CC(n3nc(C)cc3C)C2=O)c1 (stereo not drawn),0.6,0.2,-4,2.2,10,-2.2,-4,nt,-2,4
